Source: PubChem (several laboratories)
Insulin prom up: insulin promoter activators in MIN6 cells, imaging, high-content screening, mouse beta cells; MIN6 insulin promoter-GFP reporter; stronger effect = higher value; z-score at 5 µM; 190,000 compounds, 0.3% hits; AID 1625, 2009;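 active = z-score above 3 at 5 µM with at least 500 cells counted in the well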
bCat nuc transl: modulators of beta-catenin nuclear translocation, primary screen, imaging, HeLa cells, immunofluorescence, high-content; nuclear translocation activity, % at 5 µM; 190,000 compounds, 0.3% hits; AID 1665, 2009;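 active = nuclear translocation activity above 50% at 5 µM, with a well cell count of 50 or more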;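 note: per-cell ratio of nuclear to cytoplasmic median beta-catenin stain intensity; plate controls were DMSO negative control for no effect and GSK-3 inhibitor IX positive control for full effect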
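System: Human HeLa cells, endogenous beta-catenin | Compound dosing: 5 µM primary, 0.02–20 µM confirmation | Timing: 24 h compound exposure at 37°C, 5% CO2 | Measured by: Fluorescence imaging of beta-catenin antibody stain plus DAPI | Read-out basis: % activation of per-cell nuclear versus cytoplasmic median beta-catenin signal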
ER stress rescue: rescue of cells from ER stress-induced death, primary screen, 384-well, CSM14.1, thapsigargin, ATP luminescence (AID 1222); one-dose cellular ATP content (survival), % at 20 µM; EC50 in µM for titrated hits; 190,000 tested, under 10 active; CSM14.1 thapsigargin-induced death rescue, ATP luminescence; higher % means a stronger effect;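 active = EC50 below 50 µM in the dose-response confirmation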;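 note: death triggered by thapsigargin at about 15 µM added after 2 h compound pretreatment; cell ATP read after overnight thapsigargin exposure of roughly 18 to 22 hours; normalized against plate controls of thapsigargin alone and 5% DMSO vehicle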
MT stabilize HCS: microtubule stabilizers in HeLa cells, primary screen, imaging, high-content imaging | HeLa tubulin immunostaining HCS, 24 h; share of cells brighter than vehicle mean+2SD | % tubulin-high responders, % at 10 µM | 200,000 compounds, 0.83% hits | AID 2205, 2009;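 active = plate Z-score above 3 for both tubulin-high and condensed-nucleus cell shares, with cell loss under 80%, at 10 µM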;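 note: anti alpha tubulin signal scored within the nucleus-defined area of each cell; some results filed as inactive read as strong as hits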
Dynein cargo inh: inhibitors of GR-EGFP nuclear translocation, primary screen, dynein cargo transport inhibitor project, imaging, high-content, 3617.4 mouse cells. test concentration mostly 20 µM; stimulated with dexamethasone, 1 µM; stronger effect = lower value. z-score, hits read low. 220,000 compounds, 0.47% hits;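 active = plate z-score of nuclear minus cytoplasmic receptor signal below a set negative limit, without overly bright fluorescence or cell loss, cut at about -3.5 in these data, passing the limit was not always enough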;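 note: z-score of nuclear minus cytoplasmic ring GR-EGFP intensity difference per well; some compounds called inactive have numbers as strong as hits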
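Also added: dexamethasone, 1.0 µM final. Medium: tet-free, stripped-serum medium. Detection: fixed, Hoechst-stained cells imaged at 10x for EGFP. Read-out: nuclear-to-cytoplasmic GR-EGFP distribution per well. Times: induction 48 h, compound 1 h, agonist 30 min.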
Lipid droplet: inhibitors of hepatocyte lipid droplet formation, primary screen, imaging, high-throughput imaging, BODIPY stain; inhibition, % at 6.5 µM; AID 1656, 2009; 240,000 compounds, 0.4% hits; AML12 mouse hepatocytes, oleate lipid droplets;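 active = lipid droplet intensity inhibited by at least 50%, with more than 500 cells counted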
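System: AML12 hepatocytes (mouse). Probe or stimulus: oleic acid at 100 µM to induce lipid droplet formation. Times: overnight treatment with compound plus oleate. Detection: Image-based BODIPY and DAPI two-channel analysis. Evaluation: percent inhibition of filter-corrected integrated lipid droplet intensity per well.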
Salmonella PhoP GFP: inhibitors of PhoP regulon expression, primary screen, Salmonella Typhimurium, GFP reporter (AID 1863) | S. Typhimurium PhoP-regulated promoter GFP reporter, 4 h; higher % means a stronger effect | one-dose inhibition, % at 50 µM; IC50 in µM for titrated hits | 300,000 compounds, 0.16% hits;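 active = inhibition over 29.93%, a cutoff 3 SD above the screen mean, later confirmed by dose response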;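 note: 0% = low Mg2+ inducing control and 100% = high Mg2+ repressing control; strong numbers were not always called active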
Autophagy HCS: autophagy modulators in MEF cells, primary screen, imaging, high-content, MEF GFP-LC3 | MEF GFP-LC3 puncta imaging; test concentration mostly 10 µM | 190,000 compounds, 0.98% hits | calls only at 10 µM (by protocol) | AID 463193, 2010;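 active = percentage of spot-positive cells more than 3 SD above its plate mean, without a fluorescence outlier flag or 80% toxicity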;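 note: spot-positive cell cutoff set from DMSO-treated cells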
T cell HTS: modulators of CD8 T cell-vesicle binding, primary screen, mouse 2C CD8+ T cells, flow cytometry. 2C CD8+ T cell-vesicle binding; stronger effect = lower value. calls only at 7 µM. 330,000 compounds, 0.068% hits. AID 2052, 2009;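 active = response, share of CD8 T cells binding vesicles, and their 90th percentile fluorescence all below set limits, cut at about 80% in these data, passing the limit was not always enough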
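Material: 2C TCR transgenic mouse naive CD8+ T cells, MACS-purified. Also added: QL9-charged Drosophila Ld/ICAM-1/B7-1 vesicles. Timing: binding 1.5 h at 37 °C. Measured by: high-throughput flow cytometry with anti-B7-1 and anti-CD8 staining. Read-out: percent CD8+ FL2 mean versus row control. Controls: Unloaded micro-vesicles (low), QL9 vesicles with 0.7% DMSO (high).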
Dynein cargo inh cytoplasmic EGFP: recorded beside Dynein cargo inh, whose call it bears; z-score; measured here: cytoplasmic GR-EGFP intensity; stronger effect = higher value
Dynein cargo inh nuclear GR-EGFP: second read-out of Dynein cargo inh, no call of its own (marks repeat the call); z-score; measured here: nuclear GR-EGFP intensity;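 lower value marks the stronger effect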
Dynein cargo inh cell count: second read-out of Dynein cargo inh, no call of its own (marks repeat the call); z-score; measured here: cell count per field
Insulin prom up cell count: further read-out of Insulin prom up, marked with its call; cell count; measured here: cytotoxicity, nuclei count;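 total cells summed across four imaged fields per well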
Lipid droplet cells 6.5 µM: also measured in Lipid droplet; calls as there; cell count; measured here: cell count, cytotoxicity flag;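 cells counted across two imaged fields per well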
bCat nuc transl cell count 5 µM: also measured in bCat nuc transl; calls as there; cell count; measured here: cell count, cytotoxicity flag
T cell HTS vesicle-bound %: further read-out of T cell HTS, marked with its call; double positive events, %; measured here: CD8+ vesicle-bound cell fraction;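 binding gate set so that unloaded-vesicle control wells show 10% double positive cells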
MT stabilize HCS Hoechst-high %: also measured in MT stabilize HCS; calls as there; % Hoechst-high responders; measured here: nuclear condensation Hoechst responders;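 share of cells brighter than vehicle mean plus two SD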
MT stabilize HCS cytotoxicity %: further read-out of MT stabilize HCS, marked with its call; toxicity, %; measured here: cytotoxicity by cell density;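 0% = mean cell density of plate MIN control wells and 100% = no cells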
Autophagy HCS cell loss 18 h: further read-out of Autophagy HCS, marked with its call; toxicity, %; measured here: cell loss, nuclei count;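 cell loss after 18 h compound exposure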
Starred values were filed as active, the others as inactive; i = inactive; x = no result given. Rows are unselected; overall some 3% were active at least once.

Fields: ER stress rescue	bCat nuc transl cell count 5 µM	bCat nuc transl	MT stabilize HCS cytotoxicity %	Autophagy HCS cell loss 18 h	Lipid droplet cells 6.5 µM	Dynein cargo inh cell count	Salmonella PhoP GFP	Dynein cargo inh cytoplasmic EGFP	T cell HTS	MT stabilize HCS	Dynein cargo inh	Dynein cargo inh nuclear GR-EGFP	Insulin prom up	Insulin prom up cell count	T cell HTS vesicle-bound %	Lipid droplet	MT stabilize HCS Hoechst-high %	Autophagy HCS
> O=C(c1ccc(Cl)c(S(=O)(=O)N2CCc3ccccc3C2)c1)N1CCN(c2ccccc2)CC1
 : -1.1%	x	x	5.7	-5.3	494	0.416	2.3%	-0.267	i	8.1	-0.106	-0.267	-0.47	1216	59.0	-10.7	3.4	i
> Clc1ccc(C[n+]2cc(-c3ccc(Cl)cc3)n3c2CCC3)cc1
 : x	1324	-0.2	x	x	x	-0.194	127µM*	-0.258	i	x	0.21	-0.119	-1.41	1316	14.7	x	x	x
> CCCN(CCC)CC(O)Cn1c2ccccc2c2ccccc21 (stereo unspecified)
 : -3.1%	1560	-0.3	5.7	2.5	683	0.496	-8.2%	-0.202	i	2.8	-0.915	-0.495	-0.92	1434	37.7	-23.4	2.1	i
> Cc1c(CC(=O)O)c(=O)oc2cc(OCc3nn[nH]n3)ccc12
 : 0.9%	971	-1.9	3.4	5.7	x	0.79	-6.8%	-0.211	i	2.2	0.236	0.48	0.04	1519	50.5	x	1.4	i
> O=C(CSc1nnc(Cc2cccs2)n1CCc1ccccc1)N1CCCc2ccccc21
 : -1.4%	1135	4.2	4.3	17.3	771	0.25	2.8%	-0.163	i	1.9	-0.802	-0.266	-0.5	814	34.0	-13.7	1.2	i
> COCCn1c(=NC(=O)c2cccs2)sc2cc(NC(C)=O)ccc21
 : 7.3%	1128	-2.4	8.9	6.1	565	-0.0118	-3.6%	-0.198	i	7.7	0.434	0.244	0.29	1549	38.9	10.4	3.1	i
> O=C(CN(CC1CCCO1)C(=O)CNS(=O)(=O)c1ccccc1)NCc1ccco1 (stereo unspecified)
 : 0.1%	930	0.9	4.3	-10.3	631	1.04	-3.0%	-0.366	i	2.8	-0.717	-0.465	0.25	1323	39.6	-10.7	2.8	i
> S=c1[nH]nc(-c2ccncc2)n1/N=C/C(Cl)=C\c1ccccc1
 : 23.1%	1504	1.9	7.1	-0.3	674	0.466	3.5%	-0.148	i	4.2	-1.92	-1.23	-0.46	1277	46.7	-2.7	3.2	i
> CCC(C)NC(=O)c1ccc(CS(=O)(=O)Cc2ccc(Cl)cc2)o1 (stereo unspecified)
 : -2.8%	1160	-8.7	7.4	6.1	777	0.632	-5.2%	-0.411	i	0.8	-0.41	-0.346	x	x	20.2	3.7	1.3	i
> COC(=O)c1ccc(/C=N\NC(=O)CC(=O)NCCc2ccccc2)cc1
 : 0.8%	1564	0.6	0.7	-2.0	697	0.109	-3.2%	-0.316	i	2.0	0.898	0.548	0.03	1405	61.3	-2.6	2.3	i
> Nc1c(C(=O)c2ccccc2)sc(Nc2ccccc2)c1S(=O)(=O)c1ccccc1
 : -2.0%	1250	-7.0	9.7	-9.5	694	0.531	6.4%	-0.23	i	3.6	-0.616	-0.359	-1.33	703	22.9	-17.0	1.9	i
> CN(CCc1ccccn1)C(=O)CC1C(=O)NCCN1Cc1ccc(-c2ccccc2)cc1 (stereo unspecified)
 : 0.2%	989	-0.9	4.2	30.9	745	-0.716	8.1%	-0.185	i	4.0	0.995	0.269	-0.56	1455	38.5	-5.0	1.7	i
> CCOC(=O)CN1C(=O)N[C@H](c2ccc(Br)cc2)C(C(C)=O)=C1C
 : -0.1%	x	x	8.3	-56.3	682	0.7	8.4%	-0.188	i	3.8	-0.0775	0.27	-0.42	1272	12.9	-4.0	1.5	i
> CC1(C)CC2(CCO1)OC(=O)CC2C(=O)Nc1ccc(Cl)cc1[N+](=O)[O-] (stereo unspecified)
 : x	1299	-1.0	x	x	580	0.766	-5.2%	-0.245	i	x	-0.507	-0.52	0.96	1487	33.7	-17.9	x	x
> C=CCNC(=O)C1CC(=O)N(c2ccc(C)cc2)C1 (stereo unspecified)
 : -2.2%	x	x	3.8	6.4	x	-0.0409	-3.8%	-0.148	i	7.2	-0.355	-0.00652	0.97	958	50.8	x	2.6	i
> COc1ccc(S(=O)(=O)n2nc(OC(=O)c3ccccc3Br)cc2N)cc1
 : -1.4%	1384	6.1	20.2	-5.6	x	-1.32	29.9%	-0.0852	i	3.2	1.33	0.871	0.31	1488	40.3	x	2.0	i
> Cc1ccc(NC(=O)COc2ccc(Br)cc2CO)cc1
 : -0.3%	x	x	6.3	3.6	836	0.466	-6.1%	-0.222	i	1.3	-0.0101	0.103	x	x	20.2	0.5	1.4	i
> CCn1nc(C(=O)NNC(=O)COc2ccccc2C)c2ccccc2c1=O
 : -1.0%	571	2.7	9.9	5.5	746	-0.984	-7.0%	-0.132	i	3.6	1.77	1.06	-0.21	1388	4.7	0.9	2.3	i
> CCOC(=O)c1cnc2ccc(OCC)cc2c1NCc1cccnc1
 : -2.8%	539	0.6	10.2	-7.1	567	-0.633	16.9%	-0.251	i	2.7	0.911	0.146	-0.22	1154	44.5	0.6	4.5	i
> Cc1ccc(N2CC(C(=O)NCc3cccs3)CC2=O)cc1C (stereo unspecified)
 : -3.2%	613	-2.5	7.6	-8.2	755	0.717	5.4%	-0.205	i	4.0	-0.474	-0.229	0.01	1326	7.1	-1.5	2.6	i

(continued)
Fields: ER stress rescue	bCat nuc transl cell count 5 µM	bCat nuc transl	MT stabilize HCS cytotoxicity %	Autophagy HCS cell loss 18 h	Lipid droplet cells 6.5 µM	Dynein cargo inh cell count	Salmonella PhoP GFP	Dynein cargo inh cytoplasmic EGFP	T cell HTS	MT stabilize HCS	Dynein cargo inh	Dynein cargo inh nuclear GR-EGFP	Insulin prom up	Insulin prom up cell count	T cell HTS vesicle-bound %	Lipid droplet	MT stabilize HCS Hoechst-high %	Autophagy HCS
> Cc1ccc2nc(N(CCN(C)C)C(=O)c3cc(Cl)sc3Cl)sc2c1
 : -1.7%	1097	-1.3	2.1	20.7	609	-2.22	-4.8%	-0.193	i	4.8	2.71	1.54	-0.49	1509	48.3	1.1	2.0	i
> Cc1sc2nc(CN(Cc3ccccc3)C(=O)NC3CCCCC3)[nH]c(=O)c2c1C
 : x	x	x	4.6	0.4	x	-1.24	x	-0.229	i	3.9	1.26	0.596	x	x	19.4	x	2.5	i
> Cc1ccc(/C=C/C(=O)N2CC(=O)Nc3ccccc32)o1
 : -0.6%	1065	-1.3	4.8	12.2	710	0.881	-0.3%	0.669	i	5.6	-0.666	0.0792	-0.57	1206	52.9	0.6	2.6	i
> CC(=O)Nc1ccc(NC(=O)CSc2ccc([N+](=O)[O-])cn2)cc1
 : x	1295	1.6	x	x	646	0.0505	x	-0.818	i	x	-0.325	-0.389	0.06	1006	33.2	-3.4	x	x
> CCC(C)[C@H]1CNC(=O)C(=O)N1CCCc1cc(OC)c(OC)c(OC)c1 (stereo partly specified)
 : x	1304	-0.6	x	x	707	0.425	-4.8%	-0.816	i	x	-0.56	-0.199	-0.14	930	30.9	20.6	x	x
> O=S(=O)(N1CCOCC1)N1CCN(c2ccc(F)cc2)CC1
 : -1.2%	x	x	9.6	2.3	764	0.649	6.8%	-0.232	i	1.1	-0.843	-0.589	x	x	38.7	8.9	1.2	i
> O=C(CN1C2CCCC1CC(NC(=O)c1ccco1)C2)Nc1ccccc1C(F)(F)F (stereo unspecified)
 : 4.4%	1133	-1.1	7.7	-3.5	702	0.463	-5.3%	-0.218	i	2.5	-0.105	-0.116	x	x	24.0	0.5	4.0	i
> CCN1CCN(C(=O)C2CCN(Cc3cc(Cl)ccc3O)CC2)CC1
 : -0.5%	x	x	4.8	-8.8	758	-2.15	5.7%	0.796	i	2.6	3.21	3.38	-0.03	865	28.8	14.7	1.1	i
